# Screens (PubChem)
# uPA generation: blocks generation of uPA at the cell surface; Potency, µM (titrated, usually from 38.3 µM), inactives show at the highest dose activity change, negative = inhibition, most hits filed as inhibitors; actives 0.31% (n = 330,000); AID 540303; cell surface uPA generation assay, qHTS; active = well fitted inhibition curve with a large enough effect; inconclusive = small, poorly fitted or top-dose-only effect; inactive = no such curve, though single readings can be large or run the other way; tested in mouse RAW 264.7 cells; also: potency is read from the fitted curve at half-maximal effect; % is scaled to controls: 0 for no effect and ±100 for the full control effect; nearly all actives have a fitted effect of over 55% in size
# Tb PFK inh: T. brucei PFK enzyme inhibition. O15648. T. brucei PFK, ADP-Glo luminescence. Potency, µM (doses to about 57.5 µM), for the others: at the top dose activity, negative = inhibition, actives largely listed as inhibitors. actives 0.17% (n = 330,000);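 also: potency is read from the fitted curve at half-maximal effect; 0% = uninhibited 1x PFK enzyme wells and -100% = no-enzyme wells; nearly all actives have a fitted effect of over 60% in size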
#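 Luminescent ADP detection (ADP-Glo, two-step: ATP depletion then ADP-to-ATP conversion for luciferase) reported PFK activity after 45 min room-temperature reaction of 1.25 nM enzyme with 0.5 mM F6P and 0.1 mM ATP at pH 8.0.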
# TCR act: activates T cell receptor signaling; primary human leukocytes, anti-CD3, IL-2 HTRF, 48 h; Potency, µM (series often up to 9.22 µM), for the others: at the highest dose activation of IL-2 secretion, hits mostly activators; 330,000 tested, under 10 active; AID 504894; also: % of control where 0% means no effect
#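 Primary human leukocytes receive a-CD3 beads and test compound and are incubated 48 hr. Secreted IL-2 is then assayed by HTRF, measuring 665nm acceptor emission after 320nm excitation of the europium donor.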
# Eya2 inh: Eya2 (human) phosphatase inhibition. O00167. recombinant Eya2, OMFP fluorescence dephosphorylation (OMFP is methylfluorescein phosphate). Potency, µM (highest dose often 76.9 µM), for the others: at the highest dose activity, negative = inhibition, most hits filed as inhibitors. actives 0.006% (n = 330,000); also: potency is read from the fitted curve at half-maximal effect; % is scaled to controls: 0 for no effect and ±100 for the full control effect
#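 Eya2 (0.2 uM) preincubated 10 min at ambient with compound, then OMFP substrate added at 50 uM; 10 min reaction in 50 mM HEPES pH 7.5, 50 mM NaCl, 5 uM MgCl2, 0.05% BSA, 1 mM DTT. Fluorescence read at Ex 485/Em 525 nm.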
# Chronic BCR inh: inhibitors of chronic active B-cell receptor signaling; ABC-DLBCL IkBa-CBG/CBR reporter, luminescence ratio, 4 h; Potency, µM (titrated, usually from 46.1 µM), for the others: top-dose ratio change, negative = lower green/red ratio, actives largely listed as inhibitors; actives 0.05% (n = 340,000); AID 493014; active = well fitted inhibition curve with a large enough effect in the signal ratio, with a control signal flat, not every such curve was filed as active; inconclusive = small, poorly fitted or top-dose-only effect, or effect the other way, or a change in a side signal; the % refers to the signal ratio;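 also: potency is read from the fitted curve at half-maximal effect; plate controls were basal doxycycline-induced cells for no effect and cells given 10 µM MG132 for full effect; MG132 reads +100%, hits lower the ratio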
#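 Cell line TMD8 (human ABC DLBCL), stably expressing tet-inducible CBG68-IkBa fusion and CBR; IMDM/0.5% FBS; cpd up to 46 uM; dox induction, 4 h, 37C/5% CO2; dual luminescence; green/red ratio; MG132 control.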
# USP2a inh: blocks human ubiquitin-specific protease USP2a | O75604 | actives 0.01% (n = 330,000) | USP2 core, Ub-CHOP2 coupled fluorogenic reporter, 485/531 | Potency, µM (doses to about 38.3 µM), for the others: top-dose activity change, negative = inhibition, hits mostly inhibitors | AID 463254;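 also: potency is read from the fitted curve at half-maximal effect; plate controls were DMSO wells for no effect and full inhibition by NEM control for full effect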
#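 Deubiquitinase activity read as fluorescence (485/531 nm) after Ub-CHOP2 cleavage activates the enterokinase reporter on its substrate; USP2 core 10nM, Ub-CHOP2 and substrate 25nM each, 30min compound preincubation then 60min RT; data normalized to NEM, curves fitted.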
# TSG101-PTAP inh: blocks PTAP/TSG101 interaction to inhibit HIV-1 budding. Q99816. Fluorescence polarization, FITC-PTAP peptide / Tsg101 binding. Potency, µM (doses to about 115 µM), for inactives: at the top dose activity change, negative = inhibition, usual class: inhibitors. 340,000 tested, under 10 active. AID 493005; active = well fitted inhibition curve with a large enough effect in the main read-out, with a control signal flat, not every such curve was filed as active; inconclusive = small, poorly fitted or top-dose-only effect, or effect the other way, or a change in a side signal; inactive = no such curve, though single readings can be large or run the other way; also: potency is read from the fitted curve at half-maximal effect; % of control where 0% means no effect
#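 Steps: Tsg101 binding domain dispensed (10 uM final), compounds pinned in DMSO, FITC-labeled PTAP-motif peptide added (50 nM final); after 20 min binding at room temperature, polarization measured.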
# Mito fusion act: blocks mitochondrial division or promotes mitochondrial fusion; Potency, µM (highest dose often 46.1 µM), for the others: top-dose growth rescue (activation), most hits filed as activators; actives 0.23% (n = 320,000); S. cerevisiae fusion-defective mutant growth rescue, CellTiterGlo 48 h;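 also: potency is read from the fitted curve at half-maximal effect; % of control where 0% means no effect; nearly all actives have a fitted effect of over 45% in size; temperature-sensitive fusion mutants such as fzo1-1 at 37 °C on non-fermentable ethanol glycerol medium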
#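 Yeast fusion mutant, YPEG (non-fermentable carbon), compound, 48 h at 37C non-permissive; CellTiterGlo added, 10 min RT, luminescence read. Rescued growth = division inhibition.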
# TSHR antagonist: human thyrotropin receptor antagonism. P16473. TSHR-expressing cells, TSH-stimulated cAMP HTRF, 2 h; stronger effect = lower value. activity change, negative = inhibition, % at 11.5 µM. actives 0.2% (n = 330,000). AID 504810;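 active = activity change below a set negative limit, meaning inhibition stronger than a set level, cut at about -70% in these data; inconclusive = activity change between two set negative limits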; also: % is scaled to controls: 0 for no effect and ±100 for the full control effect
# Target sequence (P16473 whole entry, looked up): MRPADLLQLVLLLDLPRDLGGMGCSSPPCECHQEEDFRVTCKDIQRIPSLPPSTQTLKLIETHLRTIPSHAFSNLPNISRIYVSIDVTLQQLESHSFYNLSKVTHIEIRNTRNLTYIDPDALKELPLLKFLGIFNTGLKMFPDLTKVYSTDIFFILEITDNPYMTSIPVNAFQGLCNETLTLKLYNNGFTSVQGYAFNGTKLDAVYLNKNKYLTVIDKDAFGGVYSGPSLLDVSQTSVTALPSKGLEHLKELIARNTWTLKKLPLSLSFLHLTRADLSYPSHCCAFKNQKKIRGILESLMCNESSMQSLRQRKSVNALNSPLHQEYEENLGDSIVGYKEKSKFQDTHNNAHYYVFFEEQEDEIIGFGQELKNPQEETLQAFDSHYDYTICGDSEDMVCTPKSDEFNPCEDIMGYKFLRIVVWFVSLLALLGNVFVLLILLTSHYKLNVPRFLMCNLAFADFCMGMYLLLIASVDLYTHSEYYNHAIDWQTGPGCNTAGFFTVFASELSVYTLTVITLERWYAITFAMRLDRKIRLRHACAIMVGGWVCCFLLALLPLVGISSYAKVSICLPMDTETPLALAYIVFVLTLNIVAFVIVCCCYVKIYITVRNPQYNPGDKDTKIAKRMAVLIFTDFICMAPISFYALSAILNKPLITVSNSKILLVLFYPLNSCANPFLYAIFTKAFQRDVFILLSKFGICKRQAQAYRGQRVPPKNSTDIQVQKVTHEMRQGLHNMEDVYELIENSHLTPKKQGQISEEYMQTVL
#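 TSHR-expressing cells, 200/well, pre-treated with compound, then stimulated with EC80 TSH (4nM final) for 2 hours at 37 deg C. cAMP measured by competitive HTRF: anti-cAMP cryptate antibody in lysis buffer plus cAMP-d2, read after 30 minutes at room temperature.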
# B2AR arrestin: beta2AR (human) beta-arrestin recruitment activity. beta-arrestin recruitment to beta2AR, cell-based reporter. Potency, µM (top dose mostly 46.1 µM), for inactives: at the top dose activation, actives largely listed as activators. actives 0.02% (n = 330,000). AID 492947;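 also: potency is read from the fitted curve at half-maximal effect; 0% = DMSO controls and full agonism = EC100 isoproterenol or metaproterenol; nearly all actives have a fitted effect of over 65% in size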
# Target sequence (P07550 whole entry, looked up): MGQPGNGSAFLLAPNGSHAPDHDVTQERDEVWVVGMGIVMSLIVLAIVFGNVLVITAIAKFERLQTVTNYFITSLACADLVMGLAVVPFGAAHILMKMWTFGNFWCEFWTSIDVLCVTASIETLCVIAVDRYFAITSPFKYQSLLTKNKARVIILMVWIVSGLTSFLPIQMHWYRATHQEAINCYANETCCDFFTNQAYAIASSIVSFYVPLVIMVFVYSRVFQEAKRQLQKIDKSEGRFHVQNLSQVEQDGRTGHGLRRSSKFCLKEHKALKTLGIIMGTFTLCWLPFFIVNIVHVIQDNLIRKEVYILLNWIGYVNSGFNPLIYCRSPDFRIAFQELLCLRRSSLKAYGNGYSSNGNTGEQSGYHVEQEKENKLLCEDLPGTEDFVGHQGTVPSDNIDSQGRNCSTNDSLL
# ELG1 repair inh: inhibitors of ELG1-dependent DNA repair in HEK293T cells | HEK293T ELG1-luciferase reporter, luminescence, 16 h; DNA damage induced by 5-fluorouridine | Potency, µM (doses to about 46.1 µM), inactives show at the top dose activity change, negative = inhibition, most hits filed as inhibitors | actives 2.3% (n = 330,000) | AID 504467; also: potency is read from the fitted curve at half-maximal effect; % is scaled to controls: 0 for no effect and ±100 for the full control effect; nearly all actives have a fitted effect of over 55% in size
#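 Overnight (16 hr) co-exposure of 2,000 cells/well to 5-fluorouridine and compound at 37 °C preceded detection. Luciferase was quantified via ONE-Glo luminescence; loss of signal denotes inhibition.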
# * hit, by the source's call; ? = inconclusive; / = no result given; [ ] = another dose, or the depositor's remark. Unless noted, calls follow the shape of the dose curve; as a rule, active = well fitted curve in the direction sought with a large enough effect; inconclusive = small, poorly fitted or top-dose-only effect, or another doubt; inactive = no such curve, though single readings can be large; an effect the other way counts as inactive or inconclusive.
SMILES,uPA generation,Tb PFK inh,TCR act,Eya2 inh,Chronic BCR inh,USP2a inh,TSG101-PTAP inh,Mito fusion act,TSHR antagonist,B2AR arrestin,ELG1 repair inh
CCNC(=O)CCc1nc(-c2ccc(C(C)(C)C)cc2)no1,-4.0%,1.0%,-6.5%,-2.8%,-28.6%,-4.8%,-5.9%,0.1%,-0.7,-1.1%,?
CC(=O)N1c2ccc(F)c(F)c2C[C@H]1C,3.1%,1.6%,-9.3%,0.1%,?,-0.5%,-2.8%,-11.8%,21.6,0.6%,?
COCC(=O)n1nc(-c2ccccc2)nc1NCc1cccs1,2.2%,5.8%,2.0%,?,?,0.5%,1.0%,-6.1%,-3.9,0.0%,?
COc1ccc(C(=O)CN2C(=O)c3ccccc3S2(=O)=O)cc1,-11.5%,0.3%,1.5%,0.1%,?,0.4%,-0.8%,2.6%,-6.4,-0.5%,?
N#CCCN(Cc1cccs1)C(=O)Nc1ccc(F)cc1,2.0%,1.7%,-1.3%,1.9%,5.9%,5.8%,-0.4%,-1.1%,-2.3,-0.4%,-3.7%
Cc1ccc(-c2noc(CNc3ccccc3)n2)cc1,5.9%,0.4%,1.9%[46.1 µM],-13.8%,?,-2.4%,-6.7%,3.8%,-11.7,-0.5%,?
CCCOc1ccc(NC(=O)c2c(-c3ccccc3)noc2C)cc1,4.2%,0.0%,2.5%,17.3%,10.7%,2.8%,-25.4%,-1.1%,-5.9,0.0%,-0.6%
O=c1sc2ccccc2c(N2CCCCC2)c1[N+](=O)[O-],4.3%,5.7%,-0.5%,-23.1%,7.8%,1.2%,-0.4%,-4.1%,-4.9,0.1%,2.2%
COc1ccc(C(=O)Nc2ccccc2C(=O)O)cc1Cl,-12.7%,14.1%,10.0%,-10.4%,?,4.6%,-1.1%,2.1%,-27.7,-0.7%,?
Nc1c(C(=O)NCCc2ccccc2)nnn1Cc1ccc(Cl)cc1,1.1%,-8.9%,-7.3%[46.1 µM],-4.3%,-20.9%,3.7%,-2.6%,-1.2%,-22.4,-0.2%,3.9%
COc1ccc2ccc(OCC(=O)Nc3cc(C)on3)cc2c1,5.7%,6.3%,-1.1%,-5.9%,-0.2%,2.5%,1.2%,-14.3%,4.6,0.0%,16.4%
O=S(=O)(CS(=O)(=O)c1ccc(Cl)cc1)c1ccc(Cl)cc1,2.4%,-13.3%,2.5%,-14.1%,7.3%,-2.2%,-1.1%,-2.1%,13.7,-0.5%,-3.2%
Cc1ccc(CCN2CC(C(=O)NCCN3CCOCC3)CC2=O)cc1 (configuration not stated),-5.0%,3.6%,-0.2%,4.3%,0.3%,0.0%,0.9%,-2.7%,4.8,0.0%,26.3%
CCCCSc1nc2c(cc1C#N)CCC2,11.7%,-2.6%,/,-16.1%,?,-2.0%,-8.5%,11.2%,-4.0,0.0%,?
CCc1cc(=O)[nH]c(SCc2cccc3ccccc23)n1,8.8%,0.3%,3.8%,5.5%,?,0.8%,-0.4%,?,25.7,-1.2%,-9.7%
CCC(NC(=O)Cc1cccs1)c1ccccc1 (configuration not stated),-0.5%,-0.4%,0.4%,7.0%,10.1%,1.5%,2.1%,4.0%,-0.8,0.0%,-2.0%
Cc1ccc(S(=O)(=O)N(C)c2ccc(OC(=O)c3cccs3)cc2)cc1C,10.5%,0.2%,1.5%,6.8%,-5.2%,-2.1%,-5.9%,28.2%,-27.2,-0.3%,0.4%
CCOC(=O)c1c(NC(=O)COC(=O)c2cnccn2)sc(C)c1C,2.2%,-10.2%,1.9%,5.5%,-1.8%,-4.1%,-9.3%,/,/,0.2%,?
COc1ccc(CCNC(=O)C2CCC(=O)N2S(=O)(=O)c2ccc(C)cc2)cc1 (configuration not stated),4.7%,-0.7%,12.0%,0.0%,0.3%,0.2%,-2.5%,-0.1%,-14.5,-0.4%,-4.3%
CC1=CC(=C2C=CC(=O)C=C2)C=C(C)N1C,/,-9.4%,/,?,?,-0.2%,/,8.6%,39.9,-0.4%,0.0%
CCc1ccccc1NC(=O)CC(=O)Nc1ccccc1CC,5.2%,-2.7%,/,-19.3%,7.4%,-1.1%,-6.3%,-1.8%,-0.8,-0.7%,?
COc1ccc(N2CCN(C(=O)CSc3nnc(-c4cccnc4)n3-c3ccc(F)cc3)CC2)cc1,3.9%,-0.7%,-5.4%[46.1 µM],-6.7%,?,2.7%,3.2%,-1.6%,-2.8,-0.6%,?
Cc1ccc(C)c(NC(=S)N(C2CCCCC2)C(C)c2cccnc2)c1 (configuration not stated),1.8%,2.0%,13.9%,11.7%,5.1%,1.4%,0.3%,-6.4%,-1.5,-0.8%,7.1%
CC(C)CC(=O)Nc1nnc(S(=O)(=O)N2c3ccccc3CC2C)s1 (configuration not stated),-12.3%,0.1%,0.0%,-4.1%,1.3%,-0.9%,0.4%,-0.6%,1.4,-0.5%,-4.2%
Cc1cc(CNC(=O)c2cccc3c2C(=O)c2ccc(-c4ccc(F)cc4OCc4ccccc4)cc2S3(=O)=O)c(C(F)(F)F)o1,-7.7%,9.1%,-5.6%,-4.7%,2.5%,-3.2%,2.3%,/,-7.0,-0.1%,?
NC(=S)N/N=C/c1ccc2cccc(OCc3ccccc3)c2n1,-0.3%,3.7%,2.4%,3.4%,?,-2.6%,-2.1%,30.2%,14.0,-0.5%,-12.7%
CCOC(=O)c1nn(-c2ccc(C)cc2)c(=O)cc1OCC(=O)Nc1cccc(C)c1,6.4%,1.0%,-1.0%,-13.9%,0.6%,1.1%,2.0%,4.9%,20.3,0.2%,18.3%
C/C(=N/NC(=O)c1nnn(-c2nonc2N)c1-c1ccccc1)c1ccncc1,6.5%,-1.2%,-3.0%,-15.9%,-11.0%,1.5%,-6.4%,-0.2%,-0.6,-0.5%,-13.1%
CC12CC(c3ccccc3O1)N(C(=O)c1ccc(Br)o1)C(=O)N2c1ccccc1 (configuration not stated),-1.3%,0.0%,-7.5%,5.2%,?,1.0%,-5.4%,-4.0%,10.3,0.2%,-4.8%
Cc1ccc(C(=O)OCC(=O)NCc2cccc(Cl)c2)cc1S(=O)(=O)N1CCCCC1,-8.7%,-6.5%,-9.7%,2.6%,2.7%,0.6%,-0.2%,15.1%,-2.1,-1.0%,?
C/C=C/c1ccc(OCCCNC(C)CC)c(OC)c1 (configuration not stated),5.4%,-11.4%,0.2%,10.5%,7.8%,-0.2%,-7.6%,0.6%,7.5,2.9%,7.0%
COc1ccc(-c2cc(C(=O)N3CCOCC3)no2)cc1OC,/,0.3%,2.5%,-3.0%,-11.0%,-0.5%,-6.2%,-3.3%,-12.5,-0.2%,?
Cc1ccc(O)c(CNc2cccc(C)n2)c1,-5.1%,0.4%,/,-5.9%,?,1.5%,-0.1%,-3.1%,-8.4,0.1%,19.1%
COCCN1C(=O)C(=O)/C(=C(/O)c2cccc(OC)c2)C1c1ccco1 (configuration not stated),1.1%,-6.3%,-2.6%,-0.9%,-2.2%,-1.1%,-4.7%,-0.9%,-1.6,0.2%,2.5%
CCc1nc(SCC(=O)NNC(=O)c2ccc(C)cc2)c2ccccc2n1,-1.1%,-1.0%,-5.5%,-10.2%,?,0.1%,-5.4%,7.8%,-4.5,0.1%,-1.4%
CCN(CC)c1ncnc2c1sc1nc(N3CCOCC3)c3c(c12)CCC3,/,-0.3%,/,5.4%,-2.4%,-0.3%,/,-1.8%,3.8,0.4%,?
COc1ccc(/C=C/C(=O)NNc2c(F)c(F)cc(F)c2F)cc1OC,6.8%,1.3%,-2.3%,-11.7%,-8.1%,0.8%,-5.5%,-2.3%,3.8,0.3%,?
COc1ccc(S(=O)(=O)N2CCCCC2)cc1NC(=O)c1ccc(Cl)nc1,3.0%,2.3%,5.0%,4.4%,3.9%,4.3%,-2.9%,1.2%,0.4,0.3%,?
O=C(CCc1ccccc1)N=C1SC2CS(=O)(=O)CC2N1Cc1ccccc1 (configuration not stated),7.1%,-19.7%,5.5%,-3.4%,2.7%,2.1%,-5.8%,-2.6%,-5.4,-0.5%,0.0%
COc1ccc([C@@H]2CC=C(C(=O)O)[C@H](c3ccc(Cl)cc3)N2S(=O)(=O)c2ccccc2C)cc1,8.5%,-5.5%,-1.8%,1.5%,9.0%,-2.5%,/,-6.4%,0.5,0.0%,15.7%
CCOC(=O)N1CCN(C(=O)c2cc3c(-c4ccc(Cl)cc4)nn(C)c3s2)CC1,-1.1%,-4.0%,9.6%,1.9%,-1.4%,6.0%,-0.4%,-1.8%,-18.2,3.5%,-25.1%

# Rows were taken by chance; overall some 3% were active at least once.
